Screens: PubChem BioAssay, Sanford-Burnham Center for Chemical Genomics
Mdm2 MdmX PPI: inhibitors of human Mdm2-MdmX association, primary screen, cell-based, luminescence, split luciferase, SaOS-2, uHTS | AID 485346, 2010 | Protein Mdm4 (Homo sapiens) + E3 ubiquitin-protein ligase Mdm2 (Homo sapiens), … | 330,000 tested, 3% active | SaOS-2 split-luciferase Mdm2/MdmX complementation | inhibition, % at 8 µM;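 active = inhibition of at least 50% at 8 µM in the primary screen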
Target sequence (O15151 whole entry, looked up): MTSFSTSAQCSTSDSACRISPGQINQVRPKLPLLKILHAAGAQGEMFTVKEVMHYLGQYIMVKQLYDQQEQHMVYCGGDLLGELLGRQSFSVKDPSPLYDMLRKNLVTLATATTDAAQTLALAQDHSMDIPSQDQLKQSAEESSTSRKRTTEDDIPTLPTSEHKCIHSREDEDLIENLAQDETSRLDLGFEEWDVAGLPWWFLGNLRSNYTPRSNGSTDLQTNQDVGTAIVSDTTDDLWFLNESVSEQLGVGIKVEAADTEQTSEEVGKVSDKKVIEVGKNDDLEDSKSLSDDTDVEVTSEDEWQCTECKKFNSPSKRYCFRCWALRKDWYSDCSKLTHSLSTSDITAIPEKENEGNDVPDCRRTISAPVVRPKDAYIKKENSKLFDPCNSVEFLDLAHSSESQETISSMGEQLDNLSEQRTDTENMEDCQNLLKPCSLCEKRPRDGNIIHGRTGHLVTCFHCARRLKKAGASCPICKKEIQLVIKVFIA
Target sequence (Q00987 whole entry, looked up): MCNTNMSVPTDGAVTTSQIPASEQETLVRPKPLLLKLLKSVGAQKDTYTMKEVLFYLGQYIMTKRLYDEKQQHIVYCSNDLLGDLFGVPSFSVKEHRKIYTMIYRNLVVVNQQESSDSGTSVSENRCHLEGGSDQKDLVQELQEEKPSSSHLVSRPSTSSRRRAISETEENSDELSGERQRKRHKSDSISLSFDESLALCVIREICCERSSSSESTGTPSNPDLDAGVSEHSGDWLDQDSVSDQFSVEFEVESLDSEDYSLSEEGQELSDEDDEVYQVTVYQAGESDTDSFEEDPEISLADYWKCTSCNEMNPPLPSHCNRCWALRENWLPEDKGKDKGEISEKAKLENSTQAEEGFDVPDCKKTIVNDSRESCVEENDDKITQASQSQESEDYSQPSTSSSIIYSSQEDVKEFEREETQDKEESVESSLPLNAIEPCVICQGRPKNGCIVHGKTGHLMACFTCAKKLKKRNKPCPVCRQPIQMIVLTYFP
Jurkat NFkB inh: inhibitors of induced NF-kB luciferase reporter, primary screen, TCR NF-kB activation inhibitor project, cell-based, luminescence, uHTS; Jurkat, PMA/ionomycin-induced NF-kB luciferase reporter; inhibition, % at 4 µM; 330,000 tested, 0.53% active; AID 435003, 2010; in the data active = inhibition above about 50%
XBP1 UPR activ: activators of adaptive XBP1 UPR arm, primary screen, cell-based, CHO-XBP1 luciferase reporter, luminescence, uHTS; IRE1-XBP1 UPR activation; percent of tunicamycin response, DMSO as zero; activation, % at 20 µM; 330,000 tested, 0.33% active; AID 463104, 2010;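 active = versus positive control, 20 µM dose yields 30% or more activation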;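 also: 100% = tunicamycin at 10 µg/mL and 0% = DMSO only wells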
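Material: CHO-XBP1 cells stably carrying IRE1-XBP1-driven luciferase reporter | Medium: F12 with 10% serum | Compound dosing: 20 µM single concentration, DMSO 1% | Incubation: Overnight seeding at 37 °C, 6 h compound treatment at 37 °C | Detection: Steady-Glo luminescence read | Read-out basis: % activation of reporter signal versus tunicamycin and DMSO controls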
TIM10 inh: growth inhibitors of isogenic TIM10 control yeast, primary screen, counter-screen for tim10-1 yeast inhibitor project, luminescence, uHTS; S. cerevisiae TIM10 strain growth, BacTiter-Glo luminescence, 24 h; inhibition, % at 10 µM; 330,000 tested, 1.4% active;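 active = inhibition of 40% or more at the single tested concentration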;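 also: wild-type TIM10 isogenic control strain grown at permissive 25 °C; 0% = DMSO yeast wells and 100% = minimal medium wells without yeast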
tim23-1 inh: growth inhibitors of tim23-1 mutant yeast, primary screen, luminescence, uHTS; S. cerevisiae tim23-1 growth, BacTiter-Glo luminescence, 24 h; inhibition, % at 20 µM; 330,000 tested, 1.3% active; AID 463212, 2010;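 active = growth inhibition of the mutant yeast at or above 50%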;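 also: temperature-sensitive mutant grown at 25 °C; plate controls were DMSO-treated mutant yeast for no effect and medium wells lacking yeast for full effect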
tim10-1 inh: growth inhibitors of tim10-1 mutant yeast, primary screen, luminescence, uHTS | 330,000 tested, 2.2% active | AID 463190, 2010 | inhibition, % at 20 µM | S. cerevisiae tim10-1 ts strain growth, BacTiter-Glo, 24 h;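 active = inhibition of at least 40%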;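 also: mutant grown at 25 °C; 0% = DMSO wells with yeast and 100% = wells holding no yeast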
UPR CHOP act: activators of apoptotic CHOP UPR arm, primary screen, cell-based, CHO-CHOP luciferase reporter, luminescence, uHTS; 330,000 tested, 0.34% active; UPR activation; percent of tunicamycin response over DMSO baseline; activation, % at 10 µM; AID 449763, 2010;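 active = at 10 µM dose, activation of 40% or more, normalized to positive control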;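 also: 100% = tunicamycin at 10 µg/mL and 0% = DMSO alone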
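System: CHO-CHOP luciferase reporter cell line | Buffer or medium: F12 medium containing 10% fetal bovine serum | Doses: One dose, 10 µM in 0.5% DMSO | Times: 6 h compound exposure at 37 °C after overnight seeding | Signal: Luciferase luminescence | Read-out: % activation vs tunicamycin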
697 NFkB inh: inhibitors of PMA/ionomycin-induced NF-kB reporter, 697 cells, primary screen, B-cell NF-kB inhibitor project, cell-based, luminescence, uHTS. 697 B-cell NF-kB luciferase reporter, 16 h. 330,000 tested, 0.33% active. inhibition, % at 4 µM. AID 435022, 2010; in the data active = inhibition above about 35%
* hit, by the source's call.

SMILES | Mdm2 MdmX PPI | Jurkat NFkB inh | XBP1 UPR activ | TIM10 inh | tim23-1 inh | tim10-1 inh | UPR CHOP act | 697 NFkB inh
O=C(CSc1ncnc2nc[nH]c12)N1CCOCC1 | -4.0 | -4.0 | -1.3 | 1.7 | -14.7 | -14.1 | -1.6 | 1.2
CSc1sc(-c2ccnc(SCC(=O)C(C)(C)C)n2)c2c1C(=O)CC(C)(C)C2 | -0.7 | 5.8 | 1.2 | 12.7 | 13.0 | 15.4 | 0.8 | -23.1
O=C(c1ccc(Cl)c(S(=O)(=O)N2CCCCC2)c1)N1CCN(Cc2ccccc2)CC1 | 25.8 | 5.0 | 1.3 | -12.0 | 10.7 | 5.8 | 9.9 | -31.9
Cc1ccc(C(=O)Nc2cccc(C(F)(F)F)c2)cc1Nc1cncnc1 | -3.4 | -19.1 | 0.4 | -16.4 | 9.2 | -17.3 | 0.8 | -28.5
COc1ccc(OCC(=O)Nc2ccccc2O)cc1 | 13.7 | -53.5 | 6.8 | 1.2 | 3.8 | -27.9 | 4.3 | 3.7
CCCCOc1ccccc1C1CC(=O)NC2=C1C(=O)CCC2 (stereo not drawn) | 44.5 | 62.1* | 7.3 | 14.3 | 20.9 | 9.8 | -1.0 | -22.6
COc1ccc(/C=C2\SC(=O)N=C2N)cc1OC | -14.1 | -12.3 | -0.6 | -7.2 | -4.3 | 10.8 | 1.5 | 0.8
COc1ccc(OC)c(Nc2ncnc3ccc(Br)cc23)c1 | 50.9* | 18.5 | 1.4 | 7.3 | 17.3 | 1.2 | 0.4 | -3.5
CCOc1ccc(CCNC(=O)COC(=O)c2cccc(OC)c2O)cc1OCC | -3.8 | 12.6 | 1.4 | -0.8 | 5.4 | 7.5 | 0.1 | 0.5
CCNC(=S)Nc1ccc(Cl)c(C(F)(F)F)c1 | 10.1 | 9.3 | -2.5 | 20.6 | 39.5 | 20.0 | -1.6 | 4.7
O=c1[nH]c(Cc2ccccc2)nc2ccccc12 | 1.0 | -7.5 | -2.5 | 18.2 | 9.0 | 4.4 | 2.4 | -21.4
Cn1cccc1Cc1nnc(SCC(=O)NC2CCCC2)n1CCc1ccccc1 | -12.6 | -15.3 | -1.2 | 3.2 | 17.9 | 17.0 | 1.1 | 13.9
Cc1cccc(C(=O)N2CCN(c3ccc(C(F)(F)F)cn3)CC2)c1C | -2.5 | 1.7 | -1.5 | 6.5 | 33.0 | 23.0 | -2.1 | -20.7
CC1=CC2=NC(=O)/C(=C\c3cccn3CCOc3ccccc3C)C(=N)N2O1 | -7.0 | -0.9 | -0.8 | 20.9 | 34.4 | 14.5 | -1.0 | 0.3
C[C@@]12C(=O)Nc3cc(F)ccc3C(=O)N1[C@H]1c3cc(Br)ccc3OC[C@@H]1[C@@H]2c1ccccc1 | 55.5* | 7.2 | 1.7 | 19.3 | 48.2 | 24.5 | -0.6 | 5.9

A few values from the entries so far:
Cc1cccc(C(=O)N2CCN(c3ccc(C(F)(F)F)cn3)CC2)c1C @ Jurkat NFkB inh = 1.7
O=c1[nH]c(Cc2ccccc2)nc2ccccc12 @ 697 NFkB inh = -21.4
COc1ccc(OCC(=O)Nc2ccccc2O)cc1 @ 697 NFkB inh = 3.7

Next part.
SMILES | Mdm2 MdmX PPI | Jurkat NFkB inh | XBP1 UPR activ | TIM10 inh | tim23-1 inh | tim10-1 inh | UPR CHOP act | 697 NFkB inh
CCn1c(C)cc(/C=C2/SC(=S)N(CC(=O)O)C2=O)c1C | 22.6 | -16.3 | -3.6 | -1.4 | 7.8 | 18.5 | -0.3 | -14.2
Cn1c(=O)c2c(nc(NCC3CCCO3)n2Cc2cccc(Br)c2)n(C)c1=O (stereo not drawn) | 11.3 | -14.6 | 0.5 | 13.9 | 24.3 | 21.6 | 4.1 | 7.9
Cc1ccc(C)c(NC(=O)CCc2ccc(S(=O)(=O)NC3CCCCC3)cc2)c1 | 16.2 | 9.6 | -1.5 | 5.6 | 11.9 | 5.5 | 1.1 | -9.7
COc1ccc(C(c2c(C)[nH]n(-c3ccccc3)c2=O)c2c(C)[nH]n(-c3ccccc3)c2=O)cc1OC | 2.5 | -6.5 | 1.2 | 21.5 | 35.7 | 37.5 | -1.3 | -24.7
NC(N)=Nc1nc2ccccc2o1 | -13.8 | -15.8 | 4.9 | 5.5 | 11.4 | 1.6 | 2.8 | 16.1
Cc1cnc(CN2CCc3c([nH]c4ccccc34)C2CC(C)C)[nH]1 (stereo not drawn) | 5.2 | -1.6 | -2.5 | 4.7 | 23.7 | 23.9 | 0.3 | 8.5
COc1ccc(/C(N)=N/OC(=O)c2cccc([N+](=O)[O-])c2C)cc1OC | 17.3 | -34.4 | 7.0 | 19.0 | 22.6 | 34.5 | 5.0 | -11.2
CC(=O)Nc1ccc(NC(=O)CS(=O)(=O)c2cn(CC(=O)N3CCCC3)c3ccccc23)cc1 | 26.4 | -2.8 | -2.5 | 5.3 | -7.6 | -4.8 | 0.8 | 12.9
Cc1ccccc1CNC(=O)CCc1ccccc1 | 18.9 | -6.3 | -0.9 | -7.2 | 14.5 | 13.5 | 0.1 | -4.6
CCOC(=O)C1CCN(C(=O)CSc2ccc(Cl)cc2)CC1 | 16.1 | -9.7 | 0.0 | -4.2 | 3.2 | 19.5 | 0.1 | 15.9
COc1cccc(NC(=O)CN(C)C(=O)c2cccc(S(=O)(=O)Nc3ccc(C)cc3)c2)c1 | 19.2 | 9.3 | -4.8 | 6.5 | 18.4 | 21.0 | -1.0 | 1.2
CCN(C(=O)C1CCN(S(=O)(=O)c2cccc3nonc23)CC1)c1ccccc1 | 14.8 | -10.1 | 0.3 | 20.2 | 22.1 | 28.5 | -1.4 | 4.3
CCCCN(C(=O)C1CCCC1)c1c(N)n(CC(C)C)c(=O)[nH]c1=O | 9.2 | -0.6 | -3.6 | 8.6 | 7.8 | -0.2 | -0.1 | 9.3
CCCCC(=O)Nc1ccc(NC(=O)c2ccc([N+](=O)[O-])cc2)cc1OC | 4.7 | 0.7 | -0.9 | 4.4 | 1.7 | 10.4 | 6.3 | 5.8
O=C(C1=C[C@H](C2CC2)C[C@H](OCCCCO)O1)N1CCN(Cc2ccc3c(c2)OCO3)CC1 | 11.1 | 1.7 | 0.1 | 5.5 | 1.2 | 9.4 | -1.4 | 10.5
CC(C)n1c(SCC(=O)c2ccc3c(c2)OCCO3)nc2c1c(=O)n(C)c(=O)n2C | 21.9 | -15.3 | 3.0 | -7.2 | 16.6 | 17.5 | 1.3 | -21.0
CCCCCC1CC(=O)N(Cc2ccccc2)C(=O)N1 (stereo not drawn) | 13.7 | 4.4 | -0.8 | 1.5 | 7.7 | 5.3 | -0.4 | 5.6
COc1cc(NC(=O)CSc2nnc(C)s2)cc(OC)c1 | 14.5 | -15.6 | -2.5 | 1.9 | 3.4 | 7.9 | 0.0 | 11.8
O=C(CSC(=S)N1CCN(c2ccccc2)CC1)Nc1nc(-c2ccccc2)c(-c2ccccc2)o1 | 30.6 | 9.6 | -1.7 | 8.8 | 12.9 | 8.4 | -0.2 | 3.0
CCOC(=O)N1CCN(S(=O)(=O)c2ccc(C)cc2)C1c1ccccc1 (stereo not drawn) | 32.8 | 7.7 | -3.5 | 0.5 | -5.6 | 1.2 | -0.8 | -1.6
O=C(CCS(=O)(=O)c1ccccc1)Nc1nc(-c2ccccn2)cs1 | 70.4* | -14.3 | -2.5 | -13.1 | 10.4 | 10.1 | 0.2 | -35.6
O=C(NCc1ccco1)c1cc(C(=O)C2CCCCC2)c[nH]1 | 4.0 | -14.0 | 3.5 | -6.3 | 8.5 | 22.3 | -0.6 | -21.9
Oc1ccc(/C=N/N2CCN(C3c4ccccc4-c4ccccc43)CC2)cc1 | -26.0 | -7.6 | -2.3 | 12.9 | 2.7 | 15.8 | 0.6 | 18.4
Cc1cc(C(=O)CN2C(=O)c3ccccc3C2=O)c(C)n1C1CC1 | 5.7 | 0.7 | -2.1 | 11.8 | 15.5 | 8.5 | 4.8 | -63.6
Cc1ccc2cccc(OCc3ccc(Br)cc3)c2n1 | 3.6 | -25.5 | -2.4 | 39.5 | 39.0 | 44.1* | 0.4 | -15.7
Cn1c(-c2ccco2)nc2cc3ccccc3cc21 | -95.5 | -124.6 | -4.5 | 37.9 | 43.7 | 33.2 | -1.7 | -215.7
CC(C)(C)c1cc(N)on1 | -18.0 | 8.9 | -0.3 | 2.3 | -9.5 | 5.6 | 1.7 | 3.9
COC(=O)c1cc(C(=O)OCC(=O)NCc2cccs2)cc([N+](=O)[O-])c1 | -31.1 | -9.7 | -1.5 | 12.2 | 24.8 | 15.1 | 1.4 | 12.9
COc1ccc(C(=O)CSc2cc(C)nc(SCC(=O)c3ccc(C)cc3)n2)cc1 | 13.2 | -7.3 | -2.7 | -3.9 | 16.2 | 15.1 | -1.8 | -46.1
CC(=O)N(C(C)=O)N1C(=O)C2C3c4ccccc4C(c4ccccc43)C2C1=O (stereo not drawn) | 12.7 | -13.5 | -0.4 | -14.8 | 11.7 | 7.0 | -1.3 | -2.0

The list goes on, overlapping the part above by 2 compounds.
SMILES | Mdm2 MdmX PPI | Jurkat NFkB inh | XBP1 UPR activ | TIM10 inh | tim23-1 inh | tim10-1 inh | UPR CHOP act | 697 NFkB inh
COc1ccc(C(=O)CSc2cc(C)nc(SCC(=O)c3ccc(C)cc3)n2)cc1 | 13.2 | -7.3 | -2.7 | -3.9 | 16.2 | 15.1 | -1.8 | -46.1
CC(=O)N(C(C)=O)N1C(=O)C2C3c4ccccc4C(c4ccccc43)C2C1=O (stereo not drawn) | 12.7 | -13.5 | -0.4 | -14.8 | 11.7 | 7.0 | -1.3 | -2.0
CC(C)(C)NC(=O)CN1CCC(NC(=O)C23CC4CC(CC(C4)C2)C3)CC1 | -1.9 | -14.6 | -3.3 | -4.6 | 18.0 | -6.2 | 0.2 | 33.7
Cc1cccc(OCC(=O)NNC(=O)c2cccs2)c1 | 0.3 | -10.7 | -0.1 | -26.1 | 7.8 | -10.4 | -0.3 | 14.2
CC(=O)N1c2ccc(S(=O)(=O)N3CCCCC3)cc2CC1C(=O)Nc1cccc(C)c1 (stereo not drawn) | 17.0 | 8.7 | -4.7 | -0.1 | 3.5 | 0.0 | -1.3 | 4.3
CCOC(=O)Nc1cccc(NC(=O)c2ccccc2F)c1 | -22.0 | 2.9 | -0.3 | 13.7 | 54.6* | -29.6 | 2.3 | 5.5
CC(C)(C)NC(=O)C(=O)N/N=C/c1ccc(F)cc1 | 0.6 | -9.3 | 3.0 | 12.3 | 7.1 | 15.6 | 3.9 | -3.6
CC(C)N(C(=O)N1CCN(c2ccnc3cc(Cl)ccc23)CC1)C(C)C | 18.3 | 10.9 | -1.8 | 22.9 | 42.7 | 40.3* | 0.0 | 19.4
CCOC(=O)n1n[n+]([O-])c2ccccc21 | 8.6 | -0.2 | -0.5 | 1.3 | 1.6 | 1.8 | 1.6 | 9.9
CCOC(=O)c1cnc2c(ccc3ccccc32)c1NCCCN(C)C | -23.7 | -67.6 | 1.7 | 80.8* | 45.8 | 49.5* | 7.8 | -33.4
COc1ccc(CCNC(=O)/C(C#N)=C2\N=C(NC(=O)c3cccs3)c3ccccc32)cc1 | -11.7 | -17.6 | -2.4 | -5.7 | -6.4 | 9.1 | 0.7 | -10.2
